# aDG glyco up: alpha-DG glycosylation activation | Pro5-aDG cells, alpha-DG glycosylation AlphaScreen (IIH6); 0% Pro5, 100% B10-LARGE cell signal | actives 0.22% (n = 360,000) | AID 624168 | activation, % at 10 µM;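 active = activation of at least 8% versus controls, or a plate z-score of at least 8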;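 also: Pro5 are CHO cells carrying HIG-tagged alpha-DG that lacks glycosylation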
# iPSC survival up: hiPSC single-cell survival enhancement; survival enhancement, % at 20 µM; AID 602274; ATPlite luminescence; 100% = ROCK inhibitor wells, 0% = DMSO; actives 0.044% (n = 360,000); in the data active = survival enhancement above about 18%;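 also: cells exposed to compounds for 16 hours before the ATP read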
# PDI inh: PDI (human) enzyme inhibition. PDI insulin aggregation turbidity, A650, 90 min. P07237. actives 0.052% (n = 350,000). inhibition, % at 10 µM. AID 588391;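 active = mean inhibition across replicates of 30% or more, whatever share of single replicates reach that level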;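 also: absorbance from insulin aggregation driven by PDI reduction with DTT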
# Target sequence (P07237 whole entry, looked up): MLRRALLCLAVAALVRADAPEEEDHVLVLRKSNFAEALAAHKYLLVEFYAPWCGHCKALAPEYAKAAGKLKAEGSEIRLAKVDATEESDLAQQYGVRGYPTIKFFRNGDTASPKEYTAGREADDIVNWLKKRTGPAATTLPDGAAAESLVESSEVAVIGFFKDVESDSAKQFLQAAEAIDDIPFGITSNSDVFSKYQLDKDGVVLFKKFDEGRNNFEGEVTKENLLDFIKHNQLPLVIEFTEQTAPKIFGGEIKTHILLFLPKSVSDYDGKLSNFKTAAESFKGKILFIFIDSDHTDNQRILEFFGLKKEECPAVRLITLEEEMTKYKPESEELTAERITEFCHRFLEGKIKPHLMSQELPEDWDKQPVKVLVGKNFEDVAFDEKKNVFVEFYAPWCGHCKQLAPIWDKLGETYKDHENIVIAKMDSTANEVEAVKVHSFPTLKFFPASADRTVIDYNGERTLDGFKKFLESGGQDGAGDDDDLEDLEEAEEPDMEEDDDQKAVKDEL
# N-glyco inh: N-linked glycosylation inhibition | reporter increase, % at 12.5 µM | actives 0.23% (n = 360,000) | D54 ERlucT glycosylation luciferase reporter, 24 h; percent of 100 nM tunicamycin response | AID 588692;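 active = mean luciferase reporter signal, scaled so untreated is 0 and the glycosylation-blocking control 100, at or above a set limit in every replicate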;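 also: luciferase carries N-glycosylation sites so blocking glycosylation raises the light; 0% = median of neutral control wells and 100% = median of 100 nM tunicamycin wells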
# m5-HT2A agonist: mouse HTR2A agonism via beta-arrestin recruitment. P35363. CHO-K1 mHTR2A beta-arrestin complementation, luminescence; percent of 30 µM serotonin response. activation, % at 7.6 µM. actives 0.66% (n = 360,000). AID 624169;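 active = activation above a run cutoff, the mean activation of all tested compounds plus 3 SD, cut at about 14% in these data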;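 also: 0% = plate median of compound wells and 100% = 30 µM serotonin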
# Target sequence (P35363 whole entry, looked up): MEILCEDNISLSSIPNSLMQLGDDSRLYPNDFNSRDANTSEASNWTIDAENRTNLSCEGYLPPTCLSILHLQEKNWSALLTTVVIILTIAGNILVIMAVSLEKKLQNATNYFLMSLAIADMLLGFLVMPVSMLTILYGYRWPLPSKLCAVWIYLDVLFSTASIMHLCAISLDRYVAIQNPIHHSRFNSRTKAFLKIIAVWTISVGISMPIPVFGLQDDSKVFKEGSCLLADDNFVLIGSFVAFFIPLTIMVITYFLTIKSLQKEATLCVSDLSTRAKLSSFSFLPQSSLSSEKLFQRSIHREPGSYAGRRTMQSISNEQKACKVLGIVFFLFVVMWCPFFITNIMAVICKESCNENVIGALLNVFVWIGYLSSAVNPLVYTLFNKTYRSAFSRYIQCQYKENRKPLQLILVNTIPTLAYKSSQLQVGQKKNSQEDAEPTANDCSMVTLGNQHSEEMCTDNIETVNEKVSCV
# CaV13 ICDI inh: Disruptors of the CACNA1D IQ motif to Ca2+-dependent inactivation inhibitor domain association, primary screening, Förster resonance energy transfer in intact living …; HEK cells, CFP/YFP FRET ICDI-IQ, plate reader, 10 min; percent FRET-ratio fall versus neutral wells; inhibition, % at 12.3 µM; actives 0.098% (n = 340,000); AID 743397;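 active = mean replicate inhibition of at least 30% and at least 1% of replicates passing that level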;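 also: 0% = median of the neutral control wells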
# Exocytosis inh: lytic granule exocytosis inhibition | actives 0.66% (n = 360,000) | AID 651702 | inhibition, % at 10 µM | TALL-104 LAMP-1 surface exposure, flow cytometry; cells stimulated with thapsigargin and PMA;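 active = inhibition above about 55%, limit read from the data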
# Cardio protect: modulators protecting cardiomyocytes from myocardial damage; protection from H2O2 cell death, % at 20 µM; actives 0.63% (n = 360,000); H9c2 cardiomyocytes, H2O2 injury protection, ATPLite, 2 h; AID 588492;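 active = compounds giving at least 50% protection of heart cells from peroxide-induced death in the single-dose screen, raw or plate-pattern-corrected value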;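 also: 0% = DMSO wells with peroxide and 100% = DMSO wells without peroxide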
# Vif imaging: HIV Vif inhibition; HEK293T cells, Vif self-association by quenched fluorescence, imaging, 24 h; AID 602346; inhibition, % at 7.49 µM; actives 0.35% (n = 340,000); in the data active = inhibition above about 50%, passing the limit was not always enough; also: some results filed as inactive read as strong as hits
# ABCB6 inh MLPCN: human ABCB6 transporter inhibition. Q9NP58. K562-ABCB6 porphyrin accumulation, flow cytometry, 1 h; stronger effect = lower value. fluorescence ratio to DMSO, % at 10 µM. actives 0.19% (n = 360,000). AID 602162;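 active = fluorescence ratio to DMSO below 75%, the collection mean minus 3 SD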;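 also: signal is porphyrin accumulated inside mitochondria; 100% equals median channel fluorescence of DMSO control wells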
# An asterisk follows results filed as active; . = no result given.
SMILES,aDG glyco up,iPSC survival up,PDI inh,N-glyco inh,m5-HT2A agonist,CaV13 ICDI inh,Exocytosis inh,Cardio protect,Vif imaging,ABCB6 inh MLPCN
CCCCN(C=O)c1c(CC)nc2c(OCc3cccc(Cl)c3)cccn12,2.6,1.2,-2,-2,9,-3,-10,-12,-8,93
CCn1nc(C)cc1C(=O)N1CCCC(Nc2ccc(F)c(F)c2)C1 (stereo not given),-0.3,-0.4,1,.,0,-3,2,4,.,104
CCn1c(N2CCN(S(=O)(=O)c3ccc(Cl)cc3)CC2)nc2ccccc21,0.5,0.0,1,-4,8,-4,-5,-23,-11,90
CC(C)c1ccc(CNC(=O)C(=O)Nc2nccs2)cc1,0.1,0.4,1,1,1,-4,0,4,4,101
Cc1cc(=O)c2cc(Br)ccc2[nH]1,2.2,-0.3,7,-6,2,-5,-2,7,-4,91
Nn1c(SCc2ccccc2)nnc1-c1ccccn1,0.0,-1.3,1,8,1,-6,-4,7,-6,97
COc1cc(C(=O)OCC(=O)NCCN2C(=O)CSC2=O)ccc1OCc1c(C)noc1C,0.2,1.5,0,3,7,-4,-4,3,6,98
CCc1ccc(S(=O)(=O)NC2CCCCNC2=O)cc1 (stereo not given),0.0,-0.1,-7,0,-2,-4,12,-8,-8,103
CCOCCCn1c(=S)[nH]c2cc(C(=O)NCCCN(CC)CC)ccc2c1=O,0.0,0.5,0,-4,-1,-1,-2,3,-2,95
CCCCc1cc(=O)oc2cc(OCC(=O)N3CCc4ccccc43)ccc12,0.1,-1.5,-9,1,0,-5,-2,-12,.,87
COc1ccc(Cc2noc(CN(C)CC3(N4CCOCC4)CCCCC3)n2)cc1OC,-0.1,-0.4,2,0,0,-1,-15,-7,14,100
O=C(COC(=O)c1ccccc1Br)Nc1ccccc1F,-0.4,2.5,14,1,0,-5,-8,-5,-11,94
c1ccc2c(c1)Cn1nnnc1-2,-0.2,1.7,-2,2,-2,-7,-1,0,-7,96
Cc1cc(-c2nnc(CSc3nnc(NC(=O)c4ccc(C(C)(C)C)cc4)s3)o2)ccc1[N+](=O)[O-],0.1,-0.4,-1,-4,5,-14,-3,-5,-7,99
Cc1ccc(CNC(=O)CCS(=O)(=O)c2cc(Br)cc3c2N(C(=O)C2CC2)CC3)o1,0.6,5.6,11,-1,5,-3,19,8,10,106
Cc1ccc(NC(=O)CSc2ccccc2NC(=O)c2cccc(Cl)c2)cc1Cl,-0.3,1.6,-9,16,1,-3,-3,-13,-4,96
COC(=O)c1c(-c2cccs2)csc1NC(=O)CN1CCOCC1,0.0,0.0,-5,-12,-1,.,2,12,-1,98
Cn1c(SCC(=O)NCc2ccc(F)cc2)ncc(C(=O)Nc2ccccc2)c1=O,0.4,-0.6,-4,8,5,-6,-11,-26,1,107
O=c1c2ccccc2ncn1Cc1ccc2c(c1)OCO2,0.2,-0.2,-9,-2,13,-6,-12,-4,-7,94
O=C(CNC(=O)c1ccccc1F)NCc1cccnc1,0.0,0.6,0,1,1,-3,8,1,-1,94

# The list goes on (4 carried over from the part before).
SMILES,aDG glyco up,iPSC survival up,PDI inh,N-glyco inh,m5-HT2A agonist,CaV13 ICDI inh,Exocytosis inh,Cardio protect,Vif imaging,ABCB6 inh MLPCN
COC(=O)c1c(-c2cccs2)csc1NC(=O)CN1CCOCC1,0.0,0.0,-5,-12,-1,.,2,12,-1,98
Cn1c(SCC(=O)NCc2ccc(F)cc2)ncc(C(=O)Nc2ccccc2)c1=O,0.4,-0.6,-4,8,5,-6,-11,-26,1,107
O=c1c2ccccc2ncn1Cc1ccc2c(c1)OCO2,0.2,-0.2,-9,-2,13,-6,-12,-4,-7,94
O=C(CNC(=O)c1ccccc1F)NCc1cccnc1,0.0,0.6,0,1,1,-3,8,1,-1,94
O=C(Nc1ccc2cn[nH]c2c1)c1ccccc1F,0.1,-3.4,-4,-8,0,-5,6,-8,-2,98
O=C(COC(=O)C1CC2C=CC1C2)Nc1ccc([N+](=O)[O-])cc1 (stereo not given),0.8,-2.0,-3,1,-1,-21,-6,-1,9,98
CCN(CC)C(=O)CSc1nnc2cc(C)c3ccccc3n12,-0.3,-1.8,3,0,3,5,2,-12,6,98
CSc1ncccc1C(=O)Nc1nc2ccc(Oc3ccccc3)cc2s1,-0.1,-2.9,-5,-5,1,-3,-12,-22,-13,92
c1ccc2c(SCc3cn4cccnc4n3)ncnc2c1,0.1,-3.3,-11,-3,-1,-5,0,22,.,96
CSC1=NC(C)(C)C=C(/C=C/c2c(Cl)cccc2Cl)N1,0.5,-0.7,-4,1,6,-2,0,-5,-1,100
Cc1ccc(C)c(NC(=S)NCC(c2cccnc2)N2CCOCC2)c1 (stereo not given),-0.3,0.8,-4,-1,0,-13,-6,-3,-32,96
C=CCOc1ccc(CNC(C)(C)C)cc1OC,0.0,-0.3,2,2,-1,-5,1,9,-8,102
Cc1cc(C)n2c(Nc3ccc4c(c3)OCCO4)c(-c3ccc(C)o3)nc2n1,0.0,1.6,4,-2,3,-6,2,29,-13,99
COc1ccc(S(=O)(=O)NC2CC(C)(C)NC(C)(C)C2)cc1C(C)C,0.2,-0.7,7,-1,-6,-2,13,0,-4,98
CN(CC(=O)Nc1ccc(F)cc1)C(=O)c1ccc(-c2ccc(F)cc2)o1,0.0,-2.1,0,1,0,-10,-1,6,-8,98
COc1ccc(-c2nc(CCl)cs2)cc1OC,0.1,-0.3,-3,-2,7,-7,1,5,15,94
O=C(COc1ccc(Cl)cc1)Nc1ncc([N+](=O)[O-])s1,0.1,-0.8,2,-9,1,1,8,-23,-23,91
CC(C)(C)NC(=O)C1CCC(C)(C(=O)O)C1(C)C (stereo not given),0.1,-2.0,3,2,-1,-4,-3,5,-3,106
Nc1nonc1-n1nnc(C(=O)N/N=C/c2ccc(Cl)cc2Cl)c1CN1CCCCC1,0.1,-0.7,-4,-2,-5,-1,-13,-1,-6,104
COc1cccc(CNCc2ccccn2)c1OC,0.2,1.5,2,3,-3,-12,-2,1,5,98
COC(=O)[C@@H](NC(=O)/C=C/c1ccc(OC)cc1)C(C)C,-0.2,-0.1,-7,-3,-1,0,-2,-5,13,99
COc1ccc(-n2ncc3c(NCc4ccc5c(c4)OCO5)ncnc32)cc1,0.0,0.1,-2,-4,2,-5,0,-8,-1,97
CCC(C)(C)c1nnc(NC(=O)C2CCN(C(=O)c3ccco3)CC2)s1,0.1,-0.4,2,0,-5,-19,-1,4,-4,94
Nc1c(C(=O)N2CCOCC2)sc2nc(N3CCOCC3)c3c(c12)CCCC3,0.0,0.1,-4,1,-4,-10,9,16,20,100
CCOc1c(C)cnc2c1c(=O)n(Cc1ccccc1F)c(=O)n2C,0.0,-0.5,1,-1,2,-6,0,2,-9,101
CCOc1cc(C(=O)Nc2ccc(F)cc2)cc(Br)c1OC,0.4,0.1,5,-2,-6,-5,-1,-8,2,103
COc1ccccc1C1=NC(c2ccc(F)cc2)N=C1C (stereo not given),-0.1,-2.4,0,1,-3,-2,-2,-3,-8,93
O=C(NC1CCCc2ccccc21)C(Cc1ccccc1)NS(=O)(=O)c1cccs1 (stereo not given),0.3,0.4,17,-4,1,-19,3,2,-1,93
CCc1nc2c(OCc3ccc(C(=O)OC)cc3)cccn2c1N(C)C(=O)c1ccc(C)cc1,0.2,7.1,-9,1,1,-5,-9,9,-5,94
CC1=NNC(=O)C1CC(=O)N/N=C/c1sccc1C (stereo not given),-0.2,-0.5,0,1,1,-5,1,7,.,104
COc1ccc(-c2cn[nH]c2N)cc1OC,0.5,6.7,3,0,6,-6,-2,7,9,102
Cc1ccc(Cl)cc1NC(=O)COC(=O)CC1CCCCC1,-0.1,-2.1,4,2,8,-5,-13,-2,-13,97
CCN1CC(CN(C)Cc2cn(-c3ccc(C)cc3)nc2-c2cccc(C)c2)CC1=O (stereo not given),0.5,1.2,-14,-4,-2,-3,1,-2,1,107
CC(=O)c1cccc(NC(=O)c2cccc(S(=O)(=O)N3CCOCC3)c2)c1,0.0,0.8,3,1,0,-2,-8,3,7,98
Cc1cc(-c2ccco2)n(CC(=O)O)n1,-0.2,0.0,4,2,3,-4,-2,0,13,93
COc1ccc(C(=O)Nc2cccc(OC)c2)cc1,0.3,-1.5,-7,-9,3,-8,0,-14,.,96
CC1(C(=O)NS(=O)(=O)C2CC2)CCCN(C(=O)c2ccccc2C(F)(F)F)C1 (stereo not given),1.8,4.6,14,1,1,-7,0,2,9,96
COc1ccc(NC(=O)c2cc3c(Cl)nc4ccccc4c3s2)c(OC)c1,1.0,-0.5,3,7,1,-5,-1,-22,-6,100
CCCCNC(=S)N(C)/N=C/c1c(F)c(F)c(F)c(F)c1F,0.8,0.4,-13,-2,8,-5,-1,-9,4,100
COc1cc2c(cc1NC(=O)C(C)OC(=O)/C=C/c1ccc(OC(F)F)cc1)oc1ccccc12 (stereo not given),-0.2,-2.8,-6,-3,0,-6,10,-2,-7,100
CN(Cc1cn[nH]c1-c1ccc2c(c1)OCO2)C1CCOCC1,0.0,-0.9,0,-1,-3,13,-8,-1,3,98
CCCOC(=O)c1ccc(NC(=O)CCC(=O)OCC)cc1,-0.1,0.7,-2,-1,0,-4,3,6,-1,102
CN1CCN(/N=C/c2nc(-c3cccc([N+](=O)[O-])c3)n3ccccc23)CC1,0.4,5.9,-10,2,2,-16,-1,12,-2,95
COc1cc2c(cc1OC)C(c1c(Cl)cccc1Cl)=NCC2,0.1,0.7,.,-2,-4,-13,0,0,-15,94
CCOC(=O)Nc1ccc2c(COC(=O)c3ccccc3O)cc(=O)oc2c1,0.0,-0.2,-5,0,3,-7,-4,7,-10,95
Cc1ccc(OCCC(=O)OCC(=O)NC2CCCCC2)cc1,-0.5,1.3,4,3,0,10,0,-4,17,81
CC(=O)c1cc(C#N)c(SCc2ccccn2)nc1C,-0.2,-0.3,6,2,5,-2,4,-7,-2,94
CCOC(=O)c1ccc2c(c1)nc(SCc1cn3ccsc3n1)n2CC,1.7,-4.4,3,1,1,.,-4,-2,-9,135
COc1cc2c(c(OC)c1OC)C(=O)CO2,-0.1,-2.7,-6,2,-4,-6,-7,9,17,101
COC(=O)Nc1ccc2c(c1)N(C(=O)CCN(C)C)c1ccccc1CC2,-0.1,-0.4,-3,0,4,-2,-3,11,7,96
CCOc1ccc(OCC(=O)Nc2nccs2)cc1,0.4,-0.9,-5,-19,11,.,0,-22,-16,96
O=C(Nc1ccncc1)Nc1cccc(C(F)(F)F)c1,0.2,-0.5,-4,-5,-7,-6,0,-10,-1,100
Cc1cccc(Nc2nc(NCc3ccco3)c3ccccc3n2)c1,1.0,-1.7,7,-7,-9,-8,22,-23,-22,82
O=C(CCc1nnc(COc2ccccc2)o1)NC1(c2ccccc2)CC1,-0.2,0.1,9,-1,3,3,-2,-10,-6,99
COc1cccc(C(=O)N2CCCC(c3nc(-c4cccs4)no3)C2)c1 (stereo not given),0.2,-0.8,1,0,3,-4,-3,-3,-9,89
CCN(CC(=O)Nc1ccc2c(c1)OCCO2)C(=O)c1ccc([N+](=O)[O-])s1,0.4,0.4,1,1,6,-5,1,-5,24,96

# Single values from the entries so far.
# CC(=O)c1cc(C#N)c(SCc2ccccn2)nc1C | aDG glyco up = -0.2
# Cc1ccc(OCCC(=O)OCC(=O)NC2CCCCC2)cc1 | m5-HT2A agonist = 0
